LDHA block: LDHA (human) enzyme inhibition; P00338; purified LDHA, NADH/diaphorase-resazurin fluorescence; active compounds read low; activity change, % (values are at about 110 or 230 µM); 480,000 compounds, 0.15% hits; AID 1347041; in the data active = activity change below about -30%; inconclusive = mostly about -25% to -30%;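 note: plate controls were DMSO wells for no effect and wells without enzyme for full effect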
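Resorufin fluorescence (ex540/em590), read at 0 and 20 min after diaphorase/resazurin addition, reports the NADH left after a 5 min room-temperature reaction of 2 nM human LDH5 with 0.06 mM NADH and 0.2 mM pyruvate.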
GRP78 ERSR act: inducers of ER stress response in human glioma cells | U87-MG GRP78 promoter luciferase reporter, 16 h | Potency, µM, for inactives: top-dose activation, hits mostly activators | 420,000 compounds, 0.02% hits; note: potency is the fitted concentration of half-maximal effect; series mostly up to about 76 µM; % of control where 0% means no effect; nearly all actives have a fitted effect of over 35% in size
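Stably transfected U87-MG human glioma cells carrying a GRP78-based luminescent sensor were seeded at 1000 cells/well, pin-dosed with compounds and incubated 16 h. Luciferase reagent was then added, and end-point luminescence was read after 10 min at room temperature.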
Vif-APOBEC3G blk: blocks the Vif interaction with human APOBEC3G; HeLa A3G-eYFP + Vif (tagged APOBEC3G with the HIV-1 protein that degrades it), YFP fluorescence, overnight; Potency, µM (titrated, usually from 46.1 µM), for the others: at the highest dose activity, negative = active, most hits filed as inhibitors; 410,000 compounds, 0.076% hits;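 note: potency is the fitted concentration of half-maximal effect; % is set by controls: 0 for no effect and ±100 for the full control effect; nearly all actives have a fitted effect of over 60% in size; hits raise eYFP signal because A3G escapes Vif-driven loss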
Target sequence (Q9HC16 whole entry, looked up): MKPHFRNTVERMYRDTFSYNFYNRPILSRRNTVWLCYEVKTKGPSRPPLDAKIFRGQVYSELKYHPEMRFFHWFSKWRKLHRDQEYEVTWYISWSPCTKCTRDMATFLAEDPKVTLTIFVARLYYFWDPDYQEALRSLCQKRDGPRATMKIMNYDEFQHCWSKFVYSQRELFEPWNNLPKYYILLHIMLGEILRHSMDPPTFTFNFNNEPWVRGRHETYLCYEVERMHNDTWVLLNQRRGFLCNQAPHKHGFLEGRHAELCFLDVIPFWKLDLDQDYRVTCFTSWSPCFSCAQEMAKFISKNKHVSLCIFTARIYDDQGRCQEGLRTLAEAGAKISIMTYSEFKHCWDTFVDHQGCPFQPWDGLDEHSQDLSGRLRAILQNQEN
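Read-out is eYFP fluorescence (Ex 488/Em 500-530) from Vif-expressing HeLa A3G-eYFP cells; more signal means A3G escaped Vif-mediated degradation. Cells plated overnight, compound pinned in, incubated overnight at 37 deg C.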
* hit, by the source's call; u = inconclusive. Unless noted, calls come from the whole dose curve; as a rule, active = well fitted curve in the direction sought with a large enough effect; inconclusive = small, poorly fitted or top-dose-only effect, or another doubt; inactive = no such curve, though single readings can be large; an effect the other way counts as inactive or inconclusive. Only part of the results is shown, so the mix of outcomes need not match the whole.

SMILES	LDHA block	GRP78 ERSR act	Vif-APOBEC3G blk
CSCCNC(=O)C1(C)CCN1C(=O)c1ccc(C(C)(C)C)cc1 (stereo not drawn)	-2	-3%	1%
CN(CCc1ccccc1)C(C(=O)Nc1ccc2c(c1)OCCO2)C1CC1 (stereo not drawn)	0	-1%	-1%
CCOC(=O)C1=C[C@@H](C(C)(C)C)N(S(=O)(=O)c2ccc(C)cc2)[C@H]1c1ccccc1	-4	-2%	-4%
COc1ccc(C(=O)N2CCC(C)(C(=O)NS(=O)(=O)C3CC3)C2)cc1 (stereo not drawn)	-6	-2%	-2%
COc1ccccc1CC1(C)C(=O)Nc2c(Cl)cccc21 (stereo not drawn)	-7	-3%	-1%
CSc1ccc(Cn2c(C)c(C(=O)NCc3cccc(C)c3)sc2=O)cc1	-5	-1%	3%
O=C(NCc1ccccn1)c1[nH]c(C(F)(F)F)nc1-c1ccccc1	-20	-1%	-1%
CCCCC(=O)N(C)c1c(C)nc2ccc(C(=O)N(C)CCN(C)C)cn12	-1	-3%	-1%
CCc1nc2c(OCc3ccc(C(F)(F)F)cc3)cccn2c1N(C=O)Cc1ccc(OC)cc1	-3	-3%	0%
Cc1cc(C)cc(Cn2c3ccc(NC(=O)NCCc4cccs4)cc3c(=O)n2C)c1	2	-1%	-7%
CCCc1nc2c(C)cc(Br)cn2c1Cc1ccc(C)cc1	1	0%	u
CCCOc1cccn2c(N(C=O)Cc3ccc(OC)cc3)c(CC)nc12	3	-1%	-19%
O=C(Nc1ccc(C(O)c2ccccc2)cc1)[C@@H]1O[C@H](CO)[C@H](O)[C@H](O)[C@H]1O (stereo partly drawn)	-3	1%	2%
CCCNC(=O)C1(C)CCN(C(=O)c2cccc(C(F)(F)F)c2)C1 (stereo not drawn)	-8	-3%	-2%
CC(C)(C)c1ccc(CC(=O)N2CCC2(C)C(=O)NCc2ccc3c(c2)OCO3)cc1 (stereo not drawn)	-6	0%	-3%
C=C(CC[C@]12OC(C(=O)O)C(O)(C(=O)O)C(C(=O)O)(O1)C(OC(=O)/C=C/[C@@H](C)C[C@@H](C)CC)C2O)[C@@H](OC(C)=O)[C@H](C)Cc1ccccc1 (stereo partly drawn)	0	3%	3%
O=C(Nc1ccc(Cl)cc1)C1Cc2c(-c3ccc(Cl)cc3)ccnc2O1 (stereo not drawn)	-12	-7%	-2%
Cc1cccc(C(O)c2ncc(-c3ccc(C(F)(F)F)cc3)[nH]2)c1C (stereo not drawn)	-4	-1%	-1%
N#CN=c1snc(-c2ccccc2Cl)n1-c1ccccc1Cl	1	-1%	-7%
O=C(O)c1cccc(-c2csc(C(O)c3cccc(Cl)c3)n2)c1 (stereo not drawn)	-2	1%	-2%

Molecules listed so far with a tert-butyl group (3):
SMILES	LDHA block	GRP78 ERSR act	Vif-APOBEC3G blk
CSCCNC(=O)C1(C)CCN1C(=O)c1ccc(C(C)(C)C)cc1 (stereo not drawn)	-2	-3%	1%
CCOC(=O)C1=C[C@@H](C(C)(C)C)N(S(=O)(=O)c2ccc(C)cc2)[C@H]1c1ccccc1	-4	-2%	-4%
CC(C)(C)c1ccc(CC(=O)N2CCC2(C)C(=O)NCc2ccc3c(c2)OCO3)cc1 (stereo not drawn)	-6	0%	-3%

Additional entries follow:
SMILES	LDHA block	GRP78 ERSR act	Vif-APOBEC3G blk
CN(C)c1ccc(-c2ccnc3c2CC(C)(C(=O)Nc2ccc(Cl)cc2)O3)cc1 (stereo not drawn)	-2	-2%	-13%
CC(C)CC(N)c1csc(Nc2cnccn2)n1 (stereo not drawn)	-5	-6%	1%
Cc1nc([N+](=O)[O-])cn1CC(O)c1ccc2c(c1)OCO2 (stereo not drawn)	9	-4%	-1%
Cc1ccc(NC(=O)C2(C)CCN2C(=O)C2(c3ccc(Cl)cc3)CC2)cc1 (stereo not drawn)	3	0%	-2%
CN(C)c1ccc(C=Cc2ccnc3ccccc23)cc1N	-4	1%	-13%
CCOC1=C2[C@H](c3ccc(CC)cc3)N(S(=O)(=O)c3ccc(C)cc3)C[C@H]2C(C#N)(C#N)C(C#N)(C#N)C1	-1	-9%	-19%
CCC(CC)C(=O)N(C)c1c(C)nc2c(OCCOc3ccc(F)cc3)cccn12	-8	-3%	-2%
Clc1nc(NCc2ccco2)c2[nH]cnc2n1	1	-2%	3%
Cc1ccc(C(NC(=O)C2CCN(CCCOc3ccccc3)CC2)c2ccccn2)cc1 (stereo not drawn)	-1	-1%	-1%
O=c1ccc2ccccc2c2ccccc12	-2	-10%	u
CNc1cncc(-c2ccccc2NC(C)=O)n1	-4	1%	-7%
Cc1cc(F)cc(-c2cc(C(=O)NCc3cccc(Cl)c3)[nH]n2)c1	-10	-3%	-1%
O=C(c1[nH]c(C(F)(F)F)nc1-c1ccccc1)N1CCC(C(O)(c2ccccc2)c2ccccc2)CC1	0	-4%	-6%
Cc1nc2c(OCCOc3ccccc3)cccn2c1N(C)C(=O)CCC1CCCC1	8	0%	-7%
COc1ccc(NC(=O)N2C[C@H]3CON(C)[C@H]3C[C@H]2c2ccc(N3CCCCC3)cc2)cc1	0	-2%	-5%
COCCN(CCOC)Cc1cc(=O)oc2cc(C)c(Cl)cc12	-8	-1%	-2%
CC(C)(C)OC(=O)N1CCN(C(=O)c2[nH]c(C(F)(F)F)nc2-c2ccccc2)CC1	-2	-2%	-1%
COc1ccc(C(=O)N2CCC(C)(C(=O)O)C2)c(OC)c1 (stereo not drawn)	-3	-2%	0%
CCc1nc2c(OCCC3CCCCC3)cccn2c1N(C)C(=O)CC(C)C	6	u	-13%
CN(C)c1ccc(-c2ccnc3c2CC(C)(C(=O)Nc2ccc4c(c2)OCO4)O3)cc1 (stereo not drawn)	3	-2%	u

Fetched by compound from above, 2 records:
SMILES	LDHA block	GRP78 ERSR act	Vif-APOBEC3G blk
CN(C)c1ccc(-c2ccnc3c2CC(C)(C(=O)Nc2ccc(Cl)cc2)O3)cc1 (stereo not drawn)	-2	-2%	-13%
CNc1cncc(-c2ccccc2NC(C)=O)n1	-4	1%	-7%

Additional compounds follow:
SMILES	LDHA block	GRP78 ERSR act	Vif-APOBEC3G blk
COc1cc(CNc2ncnc3c2ncn3[C@H]2CN(Cc3cccc4ccccc34)C[C@@H](CO)O2)cc(OC)c1OC	6	1%	-9%
CN(C)c1ccc(NC(=O)Nc2ccc3c(c2)c(=O)n(C)n3Cc2ccccc2)cc1	8	-2%	-4%
COc1ccc(Cl)cc1Cn1c(C)c(C(=O)NCc2ccccc2C(F)(F)F)sc1=O	1	-2%	-5%
CCCCN(C(C)=O)c1c(CC)nc2ccc(C(=O)NCCCN(C)C)cn12	1	-2%	2%
COc1ccc(S(=O)(=O)N2CCCCC2c2cc(C(=O)Nc3ccc(F)c(Cl)c3)no2)cc1 (stereo not drawn)	-6	0%	-1%
c1ccc(COc2cccc(-c3cc4nc(NCCCn5ccnc5)ccn4n3)c2)cc1	-11	-9%	-23%
CCCCNC(=O)C1(C)CCCCN1C(=O)c1ccno1 (stereo not drawn)	-3	-4%	-3%
CC1(C(=O)Nc2ccc(Cl)cc2)Cc2c(-c3ccc4c(c3)OCO4)ccnc2O1 (stereo not drawn)	-2	-3%	u
Nc1ccn([C@@H]2O[C@H](C(=O)NCC(F)(F)F)[C@@H](O)[C@H]2O)c(=O)n1	-5	-1%	0%
CC(C)CC(N)c1csc(Nc2ccc(C(=O)N(C)Cc3ccccc3)cn2)n1 (stereo not drawn)	-3	-6%	-17%
COc1ccc(-c2nc3ccc(Cl)cn3c2CC(C)(C)C)cc1OC	-1	-5%	-3%
CC(C)CNc1ncnc2c1ncn2[C@H]1CN(Cc2ccco2)C[C@@H](CO)O1	0	-3%	1%
COc1ccccc1-c1cc(NC=O)c2ncc(-c3ccc(F)cc3)n2c1	-18	1%	-27%
CCNC(=O)C1(C)CCCN1C(=O)c1cc(C)on1 (stereo not drawn)	-15	-3%	3%
CC(C)Cn1cc(-c2cccc3nccn23)cn1	-11	5%	1%
CC(C)NC(=O)c1cc(C2CCCCN2S(=O)(=O)c2cccc3cccnc23)on1 (stereo not drawn)	-2	-3%	1%
O=C(NC1CCCCCC1)c1[nH]c(C(F)(F)F)nc1-c1ccccc1	-7	1%	-2%
C[C@@H]1C[C@H]2[C@@H]3CCC4=CC(=O)C=C[C@]4(C)[C@@]3(F)C(O)C[C@]2(C)[C@@]1(O)C(=O)CO (stereo partly drawn)	-2	0%	1%
O=CNc1cc(-c2ccc(C(=O)NC3CC3)cc2)cn2c(-c3ccccc3)cnc12	0	-3%	-15%
Cc1ccccc1-c1cnc(C(O)c2cccc(C)c2C)[nH]1 (stereo not drawn)	-5	-3%	0%
CCCOc1ccc(N2C(=O)CC(NCCCN3CCC(C(N)=O)CC3)C2=O)cc1 (stereo not drawn)	-5	0%	0%
COc1ccc(/C=C/c2ccccn2)cc1OC	-2	-1%	0%
CN(C)CCNc1ncnc2c1ncn2[C@H]1CN(Cc2cccnc2)C[C@@H](CO)O1	-1	-3%	1%
C#Cc1ccc(NC(=O)C2(C)CCN2C(=O)c2cc(C)n(C)n2)cc1 (stereo not drawn)	-3	-3%	-5%
COc1ccc(CN2C[C@@H](CO)O[C@@H](n3cnc4c(NCc5ccncc5)ncnc43)C2)cc1	-2	-2%	-2%
COc1cccc(C(O)c2nc(-c3cccc(C(=O)O)c3)cs2)c1 (stereo not drawn)	-8	-6%	1%
CCc1nc2ccc(C(=O)NCCOc3ccc(OC)cc3)cn2c1N(C)CCCc1ccccc1	-5	-1%	-3%
CC(C)=C(C)c1cc2nc(NCCCN(C)C)n(C)c(=O)c2s1	-3	0%	-3%
CCc1nc2ccc(C(=O)NCCC(C)C)cn2c1N(CC)CCN(C)C	-6	-2%	-1%
CC(=O)Nc1ccc(NC(=O)C2(C)Cc3c(-c4cccc(C(F)(F)F)c4)ccnc3O2)cc1 (stereo not drawn)	-1	-3%	-3%
Cc1ccccc1S(=O)(=O)NC(=O)C1(C)CCN1C(=O)CCc1ccccc1 (stereo not drawn)	-4	-3%	2%
COc1ccc(NC(=O)c2cc(C3CCCCN3C(=O)c3ccccc3)on2)c(C)c1 (stereo not drawn)	-7	-1%	3%
CCCS(=O)(=O)NC(=O)C1(C)CCCN(C(=O)c2ccc(C#N)cc2)C1 (stereo not drawn)	-8	-2%	0%
CC1=C(C(=O)N(C(C)C)C(C)C)CC(CC(=O)NCCCN(C)C)C(=O)N1Cc1ccccc1 (stereo not drawn)	-2	-1%	2%
COc1ccccc1Cc1c(-c2cccc(Br)c2)nc2ccc(Br)cn12	-10	3%	-12%
O=c1[nH]c(SCc2ccc(OC(F)(F)F)cc2)nc2c1CCC2	-13	-1%	2%
CC(=O)Nc1ccc(C(=O)N2CCCCC2c2cc(C(=O)Nc3cccc(C#N)c3)no2)cc1 (stereo not drawn)	1	-2%	-3%
O=C(Cc1ccc(OCCCc2ccccc2)cc1)NO	-2	-5%	-3%
CCCNC(=O)C1(C)CCN1C(=O)C/C=C/c1ccccc1 (stereo not drawn)	0	1%	-2%
CCCS(=O)(=O)NC(=O)C1(C)CCCN(C(=O)c2cc(C)nn2C(C)(C)C)C1 (stereo not drawn)	-6	-6%	-3%
CC[C@@H]1CC2=C(C(=O)OC(C)(C)O2)[C@H](c2ccc(F)cc2)O1	-2	-2%	-2%
Cc1ccccc1C(=O)N(C)[C@H]1C[C@H]2c3[nH]c4ccccc4c3CCN2C[C@H]1[C@H](C)O	3	-4%	-11%
CC(C)NC(=O)C1(C)Cc2c(-c3ccc(C(N)=O)cc3)ccnc2O1 (stereo not drawn)	-7	-1%	-2%
CNC(C)C(=O)NC(C(=O)NC(C)C(=O)NNc1ccccc1)C(C)C (stereo not drawn)	0	-1%	-4%
Cc1ccc(S(=O)(=O)N2C[C@H]3C(=O)C[C@@H]4C(=O)N(c5ccccc5)C(=O)[C@@H]4[C@@H]3C[C@H]2c2cccs2)cc1	-9	4%	-2%
OC(c1ccc(Cl)cc1)c1ncc(-c2ccc(Oc3ccccc3)cc2)[nH]1 (stereo not drawn)	-13	-13%	-2%
O=C(C[n+]1ccc2ccccc2c1)c1ccc(O)c(O)c1	9	-4%	-2%
COc1ccc(Cc2c(-c3ccc(F)cc3)nc3c(C)cc(Br)cn23)c(C)c1	0	7%	-11%
COCCNC(=O)C1CCCN(Cc2cccc(Cl)c2)CC1 (stereo not drawn)	-3	-2%	-1%
CCc1nc2ccc(C(=O)N(C)C(C)C)cn2c1N(CC)Cc1cccc(Br)c1	1	3%	-4%
CN(C)c1ccc(/C=C/c2c[n+](C)cc3ccccc23)cc1	-8	-5%	3%
CCc1nc2ccc(C(=O)Nc3cccc(NS(C)(=O)=O)c3)cn2c1N(CC)Cc1cccc(Br)c1	-2	-4%	-5%
